Compound activity as filed in PubChem.
Imprint erasure = genomic imprint erasure induction. mouse ES Peg3-LacZ reporter, beta-gal luminescence, 40 h. Potency, µM (highest dose often 60.7 µM), for inactives: at the top dose activity change, positive = activation, usual class: activators. hit rate 0.02% among 110,000. AID 1948;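 note: 0% = negative control wells on the plate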
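Each well holds 300 Peg3LacZ-Neo (maternal) female ES cells incubated 40 h at 37C, 5% CO2. LacZ is measured by BetaGlo luminescence, with AC50 and maximum efficacy derived from dose-response curves.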
p53ts 32C kill = cytotoxicity in p53ts cells at permissive temperature; H1299-p53A138V at 32C, ATP luminescence viability, 24 h; Potency, µM (highest dose often 46.1 µM), inactives show at the highest dose activity change, negative = cytotoxicity, usual class: cytotoxic; hit rate 0.93% among 130,000; AID 924;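 note: 0% = DMSO and -100% = full killing by reference compound; nearly all actives have a fitted effect of over 55% in size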
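Cells: H1299 p53ts (A138V), 600/well, pre-incubated 16–30 h at 37C. Cpd up to 46 uM, 24 h, 32C. Readout: ATPlite luminescence, 20 min RT. Normalization: DMSO vs tamoxifen 100 uM. AC50 by Hill equation.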
p53ts 39C tox = kills p53ts cells at the nonpermissive temperature; H1299-p53A138V viability at 39C, ATP luminescence, 24 h; Potency, µM (series often up to 46.1 µM), for the others: at the top dose activity change, negative = cell killing, usual class: cytotoxic; hit rate 1.5% among 130,000; note: nearly all actives have a fitted effect of over 55% in size
IkB signaling = suppresses IkB signaling in ABC-DLBCL reporter cells | hit rate 0.04% among 110,000 | ABC-DLBCL IkBa-CBG/CBR dual luciferase ratio, 4 h; response scale: scaled: untreated 0%, proteasome inhibitor 100% | Potency, µM (top dose mostly 57.1 µM), inactives show top-dose IkBa stabilization activation | AID 445; active = well fitted curve in the direction sought with a large enough effect in the signal ratio, not every such curve was filed as active; inconclusive = small, poorly fitted or top-dose-only effect, or a change in a side signal; the % refers to the signal ratio;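 note: the direction sought is a rising ratio; 0% = basal untreated cells and 100% = reference inhibitor full response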
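Luminescence ratio of IκBα-fused green versus native red beetle luciferase in OCI-Ly3 cells, 4 h post-doxycycline with compound; red signal alone, scaled from basal (0%) to zero light (-100%), flagged nonspecific or cytotoxic effects.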
* marks the source's active call; other numbers are inactive results; ? = inconclusive; . = no result given; [ ] = dose if it differs, or a comment. Unless noted, calls come from the whole dose curve; as a rule, active = well fitted curve in the direction sought with a large enough effect; inconclusive = small, poorly fitted or top-dose-only effect, or another doubt; inactive = no such curve, though single readings can be large; an effect the other way counts as inactive or inconclusive. Unless noted, % is set by controls: 0 for no effect and ±100 for the full control effect; potency is the fitted concentration of half-maximal effect.

SMILES | Imprint erasure | p53ts 32C kill | p53ts 39C tox | IkB signaling
CCOc1ccc(NC(=O)CCC(=O)OC)cc1 | -11% | 5% | 15% | 2.7%
Cc1onc(-c2ccccc2Cl)c1C(=O)N1CCc2ccccc21 | -20% | 11% | 2% | ?
COc1ccccc1CNC(=O)c1ccc(OC(F)F)c(OC)c1 | . | 21% | 3% | .
Cn1nnnc1SCCNCC#Cc1ccccc1 | -7% | -3% | -2% | 0.2%
COc1cc(-c2nnc(SCC(=O)c3ccccc3)o2)cc(OC)c1OC | -14% | -2% | -15% | 0.3%
Cc1ccc(OCC(=O)OCc2cc(=O)n3nc(-c4cccs4)sc3n2)cc1 | -11%[10.9 µM] | -3% | -17% | 2.4%
COCCN1Cc2cccc(C(=O)NC3CCCCCC3)c2C1=O | -15% | 4% | -3% | -0.9%
Cc1sc(NC(=O)c2ccco2)c(C(Nc2ccccn2)c2ccccc2)c1C (stereo unspecified) | . | 42%[activator] | 37%[activator] | .
C=C(C)CSc1nc2c(cc1C#N)CCC2 | -6% | -3% | 9% | -0.9%
COc1ccc(-c2onc(C)c2-c2ccc(C(=O)OC(C)C)o2)c(O)c1 | -16% | 16% | -3% | ?
COc1ccc(-c2nc3sc(CCNC(=O)C(=O)Nc4cc(F)ccc4F)c(C)n3n2)cc1 | -8%[10.9 µM] | 4% | -10% | -0.1%
O=C1OC(O)C(C(Cl)Cl)=C1Cl (stereo unspecified) | -23% | 5%[1.84 µM] | -18% | ?
CC(C)c1ccc2c(c1)NC(c1ccncc1)=NC(c1cccs1)=N2 | 27%[10.9 µM] | 4% | 13% | -0.7%
CCOc1ccccc1C(=O)NC(C(=O)OCC(=O)Nc1nnc(-c2ccccc2)o1)C(C)C (stereo unspecified) | -15% | -8% | 1% | 20%
CCOC(=O)c1ccc(NC(=O)CCc2c(C)nc3c(c(C)nn3C(C)(C)C)c2C)cc1 | -3%[10.9 µM] | 45%[activator] | -17% | ?
c1ccc2nc3c(nc2c1)CCc1nonc1-3 | -3% | 18% | 0% | 0.6%
Cc1ccsc1C(=O)OCc1csc(-c2ccccc2)n1 | -93%[inhibitor] | ? | ? | ?
CCc1ccc(NC(=O)CC2C(=O)N(c3ccc(OC)cc3)C(=O)N2Cc2ccc(OC)cc2)cc1 (stereo unspecified) | 3%[10.9 µM] | 7% | -14% | ?
CC(=O)Oc1ccc(C(=O)Nc2nccs2)cc1 | -75%[inhibitor] | -27% | -22% | -0.7%
O=C(NCC1CCCO1)c1nn2cccnc2c1Cl (stereo unspecified) | -27% | -4% | 3% | -2.6%
COc1ccc(OC)c(Nc2nc(-c3sc(N)nc3C)cs2)c1 | . | 3% | 0% | 1.5%
O=C(/C=C/c1ccc(O)c(O)c1)O[C@@H]1C[C@@](O)(C(=O)O)C[C@H](O)[C@@H]1O | -9% | -4% | 2% | .
Cc1cc(C)c(NC(=O)CN2C(=O)c3cccnc3Sc3ccccc32)c(C)c1 | 24%[10.9 µM] | 2% | ? | ?
N[C@@H](CSS(=O)(=O)O)C(=O)O | -1% | -8% | -10% | 1.1%
NCCCCCNC(=O)/C=N\O | 7% | -16% | 1% | 0.6%
CCOC(=O)c1cc2c(=O)n3ccccc3nc2n(Cc2ccco2)c1=NC(=O)c1cccc(C)c1 | -19%[10.9 µM] | -6% | -23% | ?
C=C(C)CSc1nc2sc3c(c2c(=O)n1CCCC)CCCC3 | -15%[10.9 µM] | 4% | 8% | 3.8%
CC(C)=CCC/C(C)=C/CO/N=C1/C[C@@H](O)[C@@H](O)[C@@H]2[C@@H]3C(=O)N(C[C@@H]4CCCO4)C(=O)[C@H]3CC[C@@H]12 | . | 3%[9.22 µM] | 1%[9.22 µM] | .
Cc1oc2ncn(C)c(=O)c2c1C(=O)Nc1ccc(F)cc1 | -4%[10.9 µM] | -1% | 12% | 3.8%
CSc1nc(=O)c2c(n1C)NC(=O)CC2c1ccccc1OC(C)C (stereo unspecified) | -5%[10.9 µM] | ? | 16% | -0.9%
COc1ccc(CCNC(=O)C2=C(C)C(=O)OC23CCCCC3)c(OC)c1OC | -5%[10.9 µM] | 2% | 4% | 1.9%
O=C(Nc1ccc(F)c(F)c1)NC1CCCCC1 | -31%[inhibitor] | -9% | -2% | -1.4%
Cc1ccc(-n2ncc3c(=O)n(Cc4ccccn4)cnc32)cc1C | -8% | -4% | 3% | 3.8%
CCOc1ccccc1OCC(=O)Nc1ccc(N2CCCCC2)cc1 | -8% | -8% | -5% | 0.5%
CC(=O)c1ccc(NS(=O)(=O)c2cccc(S(=O)(=O)c3ccc(Cl)cc3)c2)cc1 | -11%[10.9 µM] | -9% | -8% | 32%
Cc1nnsc1C(=O)Nc1cc(Cl)ccc1Cl | . | 5% | 2% | .
CN1C(=O)Cc2cc(S(=O)(=O)CCC(=O)Nc3cccc(C(F)(F)F)c3)ccc21 | 6%[10.9 µM] | 8% | 0% | -3.6%
Nc1n[nH]c(-c2ccc(F)cc2)n1 | . | -8% | 7% | -1.2%
O=C(c1ccco1)N1CCN(C(=O)C2CC(c3ccc(F)cc3)=NO2)CC1 (stereo unspecified) | -15% | -17% | 1% | 3.4%
Cc1cc(C)cc(NC2=C(c3ccccc3)C(=O)c3ccccc32)c1 | -13%[10.9 µM] | 7% | -18% | ?

Two compounds drawn at random from those above:
SMILES | Imprint erasure | p53ts 32C kill | p53ts 39C tox | IkB signaling
Cc1ccc(-n2ncc3c(=O)n(Cc4ccccn4)cnc32)cc1C | -8% | -4% | 3% | 3.8%
COc1ccc(CCNC(=O)C2=C(C)C(=O)OC23CCCCC3)c(OC)c1OC | -5%[10.9 µM] | 2% | 4% | 1.9%

(further entries)
SMILES | Imprint erasure | p53ts 32C kill | p53ts 39C tox | IkB signaling
COc1ccc(-c2cc(C(=O)N3CCCCC3)no2)cc1OC | -38%[inhibitor] | -20% | -23% | ?
Cc1ccc(-c2nn(-c3ccc(F)cc3F)c3c2cnc2c(F)cccc23)cc1 | -4%[10.9 µM] | 3% | -13% | -1.3%
CC(C)Oc1ccc(CC2CC(=O)NC2=O)cc1 (stereo unspecified) | . | -4% | 0% | -1.9%
COc1ccc(Cl)cc1C(=O)CSc1nnnn1C1CCCC1 | -25% | -4% | -15% | 4.3%
COc1cc(-n2nc(C)c3c2OC(N)=C(C#N)C3c2ccccc2)c(Cl)c(Br)c1O (stereo unspecified) | -19% | -27% | 19% | ?
CCOCCc1nn2c(=O)cc(COC(=O)c3ccc(NC(=O)C4CCCCC4)cc3)nc2s1 | -2%[10.9 µM] | -3% | -5% | ?
COc1ccc(CCNc2ncnc3c2nnn3C)cc1OC | 20%[10.9 µM] | 21% | -9% | 1.6%
COc1cc(OC)c(NC(=O)Cn2c(=O)oc3cc(S(=O)(=O)N4CCCC4)ccc32)cc1Cl | -17%[10.9 µM] | -7% | 2% | ?
CN(C)c1ccc2nc3c(C(=O)O)cc(=O)c(O)c-3oc2c1 | -9%[10.9 µM] | -2%[9.22 µM] | -4%[9.22 µM] | 3.0%[11.4 µM]
Cc1cc(C)c2[nH]c(=O)c(CN(Cc3nnnn3C3CCCC3)C3CCCCC3)cc2c1 | -9% | -3% | 2% | ?
O=C(COc1ccccc1)OCc1cc2ccccc2[nH]c1=O | -3% | -5% | 11% | 2.6%
CCOC(=O)C1CCN(C(c2ccc(C)cc2)c2sc3nc(-c4ccco4)nn3c2O)CC1 (stereo unspecified) | 8%[10.9 µM] | -5% | -1% | -2.4%
O=C(Nc1cccc2ccccc12)OC1C=CS(=O)(=O)C1 (stereo unspecified) | -23% | ? | ? | ?
Cc1nc(-c2ccc(S(=O)(=O)N3CCN(c4ccccc4F)CC3)cc2)co1 | -11%[10.9 µM] | 2% | ? | ?
COc1ccc(C2c3c(oc4ccccc4c3=O)C(=O)N2CCN2CCOCC2)cc1OC (stereo unspecified) | -5% | 1% | 10% | -5.2%
Cc1ccc(-c2nc3sc(CCNC(=O)c4ccc(Br)o4)c(C)n3n2)cc1 | -12%[10.9 µM] | ? | ? | ?
O=C(CCSCc1cccc(Cl)c1)N1CCN(c2ccc(Cl)cc2)CC1 | -18%[10.9 µM] | -6% | ? | ?
COc1ccc2c(c1)CC(C(=O)NCCc1ccc(S(N)(=O)=O)cc1)CO2 (stereo unspecified) | 25%[10.9 µM] | -2% | -10% | ?
O=C(Nc1nnc(SCc2ccccc2)s1)c1cccs1 | -64%[inhibitor] | -10% | -13% | 3.0%
Nc1ccn([C@@H]2O[C@H](CO)[C@@H](OP(=O)(O)O)[C@H]2O)c(=O)n1 | 4% | 3% | -3% | .

7 structures already listed, arranged by heavy-atom count, smallest number first.
SMILES | Imprint erasure | p53ts 32C kill | p53ts 39C tox | IkB signaling
O=C1OC(O)C(C(Cl)Cl)=C1Cl (stereo unspecified) | -23% | 5%[1.84 µM] | -18% | ?
Cc1nnsc1C(=O)Nc1cc(Cl)ccc1Cl | . | 5% | 2% | .
Cc1ccsc1C(=O)OCc1csc(-c2ccccc2)n1 | -93%[inhibitor] | ? | ? | ?
COc1ccc(CCNc2ncnc3c2nnn3C)cc1OC | 20%[10.9 µM] | 21% | -9% | 1.6%
CC(C)c1ccc2c(c1)NC(c1ccncc1)=NC(c1cccs1)=N2 | 27%[10.9 µM] | 4% | 13% | -0.7%
Cc1nc(-c2ccc(S(=O)(=O)N3CCN(c4ccccc4F)CC3)cc2)co1 | -11%[10.9 µM] | 2% | ? | ?
CN1C(=O)Cc2cc(S(=O)(=O)CCC(=O)Nc3cccc(C(F)(F)F)c3)ccc21 | 6%[10.9 µM] | 8% | 0% | -3.6%

Next section:
SMILES | Imprint erasure | p53ts 32C kill | p53ts 39C tox | IkB signaling
COC(=O)/C=C/S(=O)(=O)c1ccc(NC(C)=O)cc1 | -34%[inhibitor] | ? | ? | ?
CCNC(=O)Cn1cnc2c1c(=O)n(C)c(=O)n2C | 7% | -2% | 19% | 0.3%
COc1cccc(CNC(=O)c2ccc3nc(-c4ccccc4)c(-c4ccccc4)nc3c2)c1OC | -15%[10.9 µM] | 9% | -8% | ?
O=CN(Cc1ccco1)C1(C(=O)NC2CCCCC2)CCCCC1 | -29% | 8% | 14% | 1.8%
O=C(/C=C/c1c(Cl)cccc1Cl)n1cccn1 | . | -11% | -1% | .
CC(=O)NC1(C(F)(F)F)NC(=O)N(CC(C)C)C1=O (stereo unspecified) | 9% | -7% | -10% | 0.2%
CC(C)OC(=O)c1c(NC(=O)CCn2nnc3ccccc32)sc2c1CCCC2 | -13% | 8% | 3% | -0.2%
COc1ccc2c(c1)cc1c(=O)n(CC(=O)NCCc3ccccc3)nc(C)n12 | 5%[10.9 µM] | -10% | 11% | 2.1%
CN(C)C(=O)c1ccc(NC(=O)Cn2nc(-c3ccccc3)c3ccccc3c2=O)cc1 | -6%[10.9 µM] | -3% | -4% | ?
COc1ccc(C(=O)NCC(=O)OCC(=O)NC(=O)NC2CCCCC2)cc1OC | -4% | -2% | -7% | -2.5%
CC(C)Cn1c(=O)c2c(c3ccccc31)OC(C)C(=O)N2 (stereo unspecified) | -4% | ? | -2% | -1.0%
Cc1nc2ccccc2c2oc(C(=O)N3CCN(C(=O)c4ccco4)CC3)cc12 | -21% | 2% | 21% | 1.1%
O=C(O)c1cc(-c2ccccc2)n[nH]1 | . | ? | -8% | .
COCCN1C(=O)c2ccc(C(=O)NCc3cccnc3)cc2C1=O | -7% | 2% | -8% | 1.9%
CCOC(=O)c1cc(OC(=O)c2cc(Cl)ccc2OC)n(-c2ccccc2)n1 | 19%[10.9 µM] | -9% | 10% | -0.6%
COc1ccc(-n2nnnc2SCC(=O)Nc2cccc(C)n2)cc1OC | -7% | 5% | -1% | -1.2%
COCCNc1ccnc(-c2ccccc2CN(C)C)n1 | -2% | 4% | 3% | 0.0%[11.4 µM]
CCOc1ccccc1CN1CCN(S(=O)(=O)c2ccccc2)CC1 | -12%[10.9 µM] | -20% | -12% | 1.0%
COc1cc(O)c2c(c1)OC(C)(C)CC2=O | 3% | 0% | 17% | 0.6%
